From PubChem BioAssay
PG9 Ab binder: binds the HIV-1 gp120 antibody PG9; TR-FRET gp120-PG9 antibody binding; inhibition, % at 6.7 µM; hit rate 0.43% among 360,000; AID 624416; in the data active means inhibition above about 8.5%
DAX1 inh-1: inhibits human nuclear receptor DAX1 | HEK293 Gal4-DAX1 luciferase reporter, luminescence | inhibition, % at 6.75 µM | hit rate 0.99% among 340,000 | AID 504766;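 active means inhibition above the mean over all tested compounds plus 3 SD, cut at about 4.2% in these data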;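 further: 0% = DAX1-transfected cells with DMSO and 100% = empty-vector control cells with DMSO; inhibition shows as a rise in luminescence from relieved DAX1 repression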
Target sequence (P51843 207-470 limits assumed): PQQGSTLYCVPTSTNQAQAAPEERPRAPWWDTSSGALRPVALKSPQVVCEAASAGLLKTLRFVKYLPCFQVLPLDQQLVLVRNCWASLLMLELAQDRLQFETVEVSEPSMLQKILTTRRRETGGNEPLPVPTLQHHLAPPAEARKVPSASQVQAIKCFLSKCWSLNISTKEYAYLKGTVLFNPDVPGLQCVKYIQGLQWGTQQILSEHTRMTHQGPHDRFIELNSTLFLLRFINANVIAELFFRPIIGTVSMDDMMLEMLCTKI
hgDAF-12 ag: hgDAF-12 agonism, primary luciferase screen | HEK293 GAL4-hgDAF12 UAS-luciferase reporter, agonist luminescence; normalized to butyrate control | activation, % at 6.8 µM | hit rate 1.8% among 370,000 | AID 687014;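 active means activation above a cutoff set at the mean of all screened compounds plus 3 SD, cut at about 10% in these data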;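 further: 0% = DMSO wells and 100% = sodium butyrate wells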
GAA850 FXN act: frataxin GAA850 promoter activation; HEK293 lucGAA850 FXN promoter luciferase reporter, 24 h; percent of 10 µM SAHA response; activation, % at 6 µM; hit rate 0.56% among 360,000; AID 540364;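 active means activation above the average of all compounds screened plus 3 SD, cutoff fixed separately per campaign, cut at about 7.5% in these data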;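 further: 0% = DMSO wells and 100% = 10 µM SAHA wells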
ssDAF12 agonist: activators of S. stercoralis DAF-12 nuclear receptor; activation, % at 6.8 µM; hit rate 1% among 370,000; HEK293 ssDAF-12/GRIP1 lit1-tk-luc reporter, luminescence; % of 3 µM dafachronic acid response;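 active means activation above the mean over all tested compounds plus 3 SD, cut at about 0.9% in these data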;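 further: 0% = DMSO-only wells and 100% = 3 µM delta7-dafachronic acid wells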
ADAM17 inh: inhibitors of human ADAM17; AID 720648; hit rate 0.83% among 370,000; recombinant ADAM17, EDANS/DABCYL FRET peptide cleavage; inhibition, % at 6.95 µM;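 active means inhibition above the mean of compounds lying between control limits plus 3 SD, set per campaign, cut at about 8.5% in these data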;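 further: 0% = DMSO-only wells as the low control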
GC-A act: GC-A (human) enzyme activation. hit rate 0.14% among 370,000. activation, % at 10 µM. AID 1671463. HEK293 GC-A cells, cGMP TR-FRET, EC30 ANP; 0% at EC30 ANP, 100% saturating ANP. P16066; in the data active means activation above about 40%
DAX1 inh-2: inhibitors of DAX1 repression of SF-1 activated StAR promoter; hit rate 1.1% among 370,000; HEK293T StAR-luciferase reporter, SF-1/DAX-1 repression relief; AID 652010; inhibition, % at 6.8 µM;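 active means inhibition above the mean over all tested compounds plus 3 SD, cut at about 3.6% in these data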;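 further: 0% = DAX-1 cells with DMSO and 100% = cells lacking DAX-1 with DMSO; higher inhibition means more luminescence from relief of DAX-1 repression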
hcDAF-12 act: H. contortus DAF-12 activation, primary screen. HEK293 hcDAF-12 lit1-tk-luc reporter, luminescence; 0% DMSO, 100% Δ7-dafachronic acid. activation, % at 6.8 µM. hit rate 1.4% among 370,000. AID 652067;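 active means activation above the mean of all tested compounds plus 3 SD, cut at about 5.5% in these data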;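 further: 100% = response to 3 µM Δ7-dafachronic acid high control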
ADAM10 inh: ADAM10 inhibition, QFRET primary screen; O14672; recombinant ADAM10, EDANS/DABCYL FRET peptide cleavage, 3 h; inhibition, % at 7 µM; hit rate 0.62% among 370,000; AID 720582;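 active means inhibition above a per-campaign cutoff equal to the mean of compounds falling between control-based bounds plus 3 SD, cut at about 20% in these data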;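 further: 0% = DMSO wells while the 100% control is not disclosed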
Target sequence (O14672 214-748 limits assumed): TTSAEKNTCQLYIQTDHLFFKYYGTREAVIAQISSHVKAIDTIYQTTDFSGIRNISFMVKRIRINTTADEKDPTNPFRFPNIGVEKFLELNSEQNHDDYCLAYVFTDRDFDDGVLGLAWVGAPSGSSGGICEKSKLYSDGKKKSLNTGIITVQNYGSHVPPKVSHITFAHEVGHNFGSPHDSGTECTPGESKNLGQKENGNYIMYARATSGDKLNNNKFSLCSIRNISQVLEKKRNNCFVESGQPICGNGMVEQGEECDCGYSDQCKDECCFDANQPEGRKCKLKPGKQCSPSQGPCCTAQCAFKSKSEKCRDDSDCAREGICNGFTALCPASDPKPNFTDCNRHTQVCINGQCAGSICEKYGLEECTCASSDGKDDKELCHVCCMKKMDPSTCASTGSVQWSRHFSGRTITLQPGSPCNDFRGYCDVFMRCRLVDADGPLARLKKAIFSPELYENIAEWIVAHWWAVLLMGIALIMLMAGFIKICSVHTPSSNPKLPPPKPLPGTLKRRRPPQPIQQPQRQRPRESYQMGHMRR
SMARCA2 activ: increases SMARCA2 function in MMTV reporter cells. AID 652017. hit rate 1% among 370,000. MG213 cells, MMTV-luciferase reporter, dexamethasone, overnight. activation, % at 9.1 µM; in the data active means activation above about 7.8%;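 further: 0% = vehicle wells and 100% = reference activator wells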
Active calls of the source: *; x = not tested or not shown; & = joins results of further samples. This is a subset, so the mix of outcomes need not match the whole.

SMILES | PG9 Ab binder | DAX1 inh-1 | hgDAF-12 ag | GAA850 FXN act | ssDAF12 agonist | ADAM17 inh | GC-A act | DAX1 inh-2 | hcDAF-12 act | ADAM10 inh | SMARCA2 activ
O=c1cccc2n1CC1CC2CN(c2nc(N3CCCCC3)nc(N3CCCCC3)n2)C1 (configuration not stated) | 0.2 | -0.1 | -0.1 | 11* | -0.8 | 4 | -2 | 0.2 | 2.2 | 2 | -4
O=C(COc1ccccc1)N1CCN(Cc2c[nH]c3ccccc23)CC1 | 1.7 | 1.1 | 2.9 | -1.7 | -0.2 | 2 | -5 | -0.6 | 4.5 | 2 | -1
O=C1NC(c2cccnc2)Nc2sc3c(c21)CCCC3 (configuration not stated) | -1.1 | 1.1 | 5.5 | 3.6 | -0.9 | -36 | 1 | 0.6 | 0.1 | -131 | 1
c1ccc(CN2Cc3ccccc3-n3nncc3C2)nc1 | -1.7 | 0.7 | 0.0 | 1.0 | -1.7 | -3 | 3 | -0.9 | -0.4 | -8 | 3
Cc1ccc(-n2c(O)c(C=NCCN(C)C)c(=O)[nH]c2=O)cc1 | -0.6 | 1.6 | -1.5 | 1.6 | -0.3 | 0 | 3 | -0.2 | 1.6 | 3 | 1
O=C(Nc1ccc(Cl)cc1C(=O)c1ccccc1)c1ccco1 | -1.8 | 0.5 | -0.1 | 2.3 | -0.4 | -8 | -4 | 0.8 | -0.5 | -4 | -5
O=c1[nH]c(=O)n(CCC2=CCCCC2)c(O)c1C=NCCN1CCNCC1 | 2.1 | 1.7 | -0.6 | -0.2 | -0.8 | 0 | 5 | -0.6 | 0.3 | 2 | -2
CC(C)(C)c1ccc(O)c(CN2CCN(c3ccccc3)CC2)c1 | -0.9 | 0.5 | 0.6 | -0.1 | -1.1 | 0 | -4 | -0.1 | -0.6 | 1 | 4
COC(=O)C1=C(c2ccc(F)cc2OCc2ccccc2)C[C@@H]2CC[C@H]1N2C(=O)NC1CCCCC1 | -1.2 | 1.6 | -1.4 | -2.3 | -1.1 | 1 | -6 | -0.3 | 0.3 | -3 | 1
N#CCN1CCN(c2ccc(C(F)(F)F)cc2)CC1 | -1.8 | -0.1 | 2.2 | -1.9 | -1.1 | -3 | 5 | -0.6 | -2.7 | -7 | -2
COC(=O)C1=C(c2ccc(-c3ccccc3)c(F)c2)C[C@@H]2CC[C@H]1N2C(=O)NCC1CC1 | -3.5 | -1.3 | -0.1 | -1.5 | -1.8 | 0 | -4 | -1.4 | -3.2 | 4 | -1
CCCCn1c(C)c(C(=O)O)c2cc(OC)c3ccccc3c21 | 0.0 | 2.1 | -0.4 | 0.6 | -1.2 | -18 | -4 | -0.1 | -1.4 | -42 | 2
C/C=C1\NC(=O)[C@H](C)NC(=O)[C@@H](NC(=O)[C@H](Cc2ccc(O)cc2)NC(=O)[C@@H](NC(=O)/C(C)=C/C)C(C)C)[C@@H](C)OC(=O)[C@H](CCCc2ccc(O)cc2)NC(=O)[C@@H](CCC(=O)O)NC1=O | -1.6 | x | -1.7 | x | -1.6 | -5 | 4 | -1.1 | -1.8 | -8 | -3
CCCCOc1ccc(CN2CCN(CCO)CC2)cc1 | -0.5 | 0.1 | 5.8 | 0.9 | -0.8 | -2 | -1 | 0.8 | -0.5 | 4 | -1
Cc1nc2cc([N+](=O)[O-])ccc2c(=O)n1-c1cccc(Br)c1 | -1.7 | 0.5 | -1.2 | 1.9 | -1.4 | -5 | -3 | -0.7 | -1.7 | -2 | -3
COc1ccc(CN2CCNCC2)c(OC)c1OC | 1.0&0.3 | -0.6&0.1 | -2.5&0.1 | -0.4&1.8 | -1.3&-1.2 | -8&-2 | 5&-3 | -1.0&0.4 | -1.2&-3.1 | -6&3 | 1&-1
CSCCC(c1nnnn1-c1c(C)cccc1C)N1CCC2(CC1)C(=O)NCN2c1ccccc1 (configuration not stated) | 0.8 | x | 0.7 | x | -0.8 | -3 | -15 | -0.3 | -0.6 | -7 | -1
O=C(NCCN1CCC2(CC1)C(=O)NCN2c1ccccc1)c1ccccc1C(F)(F)F | -0.6 | x | -0.6 | x | -0.5 | -2 | -6 | -0.6 | -0.1 | -8 | -2
C[C@]12CC[C@H](O)C[C@@H]1CC[C@@H]1[C@@H]2CC[C@]2(C)[C@@H](C(=O)O)C[C@@H]12 | 0.2 | 0.4 | 1.4 | 0.6 | -1.2 | 0 | 0 | 0.8 | -0.8 | -2 | -1
CCCCn1c(O)c(C(C)=NC(Cc2c[nH]c3ccccc23)C(=O)OC)c(=O)[nH]c1=O (configuration not stated) | 2.2 | 2.2 | 3.1 | -3.0 | -1.1 | -4 | -2 | 0.2 | 0.8 | -7 | -5
Cn1ccnc1P(=S)(c1nccn1C)c1nccn1C | 0.5 | 0.1 | 0.7 | 3.3 | -1.2 | -2 | -1 | -0.1 | -0.2 | -8 | -1
CC(Cc1ccccc1)N1C(=O)c2ccccc2C1=O (configuration not stated) | -2.0 | 1.3 | 5.5 | 2.5 | -0.9 | -4 | -1 | 0.1 | 0.1 | 0 | 2
Clc1cc(Cl)c(-c2cc(Cl)c(Cl)cc2Cl)cc1Cl | 0.1 | 0.1 | -1.5 | 1.1 | -1.7 | -1 | -3 | 0.7 | -2.0 | -2 | 1
CCCCn1c(O)c(/C=N/NC(=O)c2ccncc2)c(=O)[nH]c1=S | 0.2 | 1.4 | 2.4 | 1.2 | -1.0 | -12 | -2 | 0.2 | 1.0 | -14 | -4

Reprinted from the part before: five compounds; new compounds follow.
SMILES | PG9 Ab binder | DAX1 inh-1 | hgDAF-12 ag | GAA850 FXN act | ssDAF12 agonist | ADAM17 inh | GC-A act | DAX1 inh-2 | hcDAF-12 act | ADAM10 inh | SMARCA2 activ
CCCCn1c(O)c(C(C)=NC(Cc2c[nH]c3ccccc23)C(=O)OC)c(=O)[nH]c1=O (configuration not stated) | 2.2 | 2.2 | 3.1 | -3.0 | -1.1 | -4 | -2 | 0.2 | 0.8 | -7 | -5
Cn1ccnc1P(=S)(c1nccn1C)c1nccn1C | 0.5 | 0.1 | 0.7 | 3.3 | -1.2 | -2 | -1 | -0.1 | -0.2 | -8 | -1
CC(Cc1ccccc1)N1C(=O)c2ccccc2C1=O (configuration not stated) | -2.0 | 1.3 | 5.5 | 2.5 | -0.9 | -4 | -1 | 0.1 | 0.1 | 0 | 2
Clc1cc(Cl)c(-c2cc(Cl)c(Cl)cc2Cl)cc1Cl | 0.1 | 0.1 | -1.5 | 1.1 | -1.7 | -1 | -3 | 0.7 | -2.0 | -2 | 1
CCCCn1c(O)c(/C=N/NC(=O)c2ccncc2)c(=O)[nH]c1=S | 0.2 | 1.4 | 2.4 | 1.2 | -1.0 | -12 | -2 | 0.2 | 1.0 | -14 | -4
NNC(=O)c1nc[nH]c1C(=O)Nc1ccc(Cl)cc1C(=O)c1ccccc1 | -1.9 | 0.4 | -2.2 | 2.5 | -1.5 | -2 | -7 | -0.1 | -1.7 | -1 | -2
C[C@@H]1CN([C@@H](C)CO)C(=O)CCCn2nncc2CO[C@H]1CN(C)C(=O)Oc1cccc2ccccc12 | 1.0 | 1.2 | -1.3 | -2.0 | -0.6 | -2 | 7 | -0.8 | -0.8 | -6 | -1
CC12CN3CC(C)(CN(C1)C31CCSCC1)C2=O | -1.6 | 1.0 | 0.0 | -0.4 | -1.1 | -3 | -3 | 0.7 | -1.4 | -2 | 0
C[C@]12CC[C@@H](O)CC1=CCC1C2CC[C@@]2(C)C1CC[C@@H]2O (some centres not stated) | 0.9 | 1.4 | -0.2 | -3.2 | -1.1 | 2 | 2 | 0.1 | -0.9 | 4 | 0
O=C1NC(=O)N(CCC2=CCCCC2)C(=O)/C1=C\c1cccs1 | 0.5 | -0.3 | -1.9 | 1.6 | -0.9 | -4 | 5 | 0.2 | 1.2 | -10 | -3
COC12CCC3(CC1C(C)(O)C(C)(C)C)[C@H]1Cc4ccc(OC5OC(C(=O)O)[C@@H](O)C(O)[C@H]5O)c5c4[C@@]3(CCN1CC1CC1)C2O5 (some centres not stated) | 1.4 | 0.0 | -2.5 | -0.3 | -1.0 | 3 | 8 | 0.6 | -0.1 | -15 | -7
CCCC(C)C1(CC)C(=O)NC(=Nc2ccccc2OC)NC1=O (configuration not stated) | -3.5 | -0.6 | 0.4 | -2.1 | -1.3 | 5 | 6 | 0.0 | -1.8 | 3 | -1
O=C(C1CCC(=O)N1Cc1ccc(F)cc1)N1CCC2(CC1)OCCO2 (configuration not stated) | -0.1 | 0.2 | -1.8 | -0.6 | -1.2 | -4 | 3 | 0.1 | -0.2 | -12 | -2
CN(C)C(=O)Oc1c(Cl)cc(Cl)c2cccnc12 | 0.2 | -1.4 | -2.8 | 4.8 | -2.1 | -4 | -4 | -0.2 | -1.6 | -12 | -4
N#Cc1ccc(/C=C/C(=O)O)cc1 | -0.7 | 1.5 | -0.1 | 2.1 | -0.9 | -3 | 2 | 0.9 | -0.8 | 9 | -1
Cc1nn(Cc2ccccc2)c(C)c1C(=O)NC1CCCc2ccccc21 (configuration not stated) | -1.9 | -1.4 | 2.5 | -0.2 | -1.6 | -1 | 3 | -0.1 | -2.9 | -13 | -1
CN(C)C(CNC(=O)Cc1c(Cl)cccc1Cl)c1ccccc1 (configuration not stated) | 1.0 | 0.9 | 0.0 | -0.2 | -1.5 | -4 | 0 | 0.1 | -0.1 | -7 | -4
CC(=NCC1CCCO1)c1c(O)n(C)c(=O)n(C)c1=O (configuration not stated) | -0.1 | 0.6 | 0.3 | -0.6 | -0.6 | -2 | 6 | 0.8 | 0.8 | -14 | -1
c1ccc(-c2ccncc2)cc1 | 1.3 | 1.5 | 0.0 | -1.2 | -1.1 | 0 | -1 | 0.8 | -1.7 | 0 | 0
COC(=O)C1(C(=O)O)Cc2cc([N+](=O)[O-])ccc2N2CCCC21 (configuration not stated) | 1.0 | 0.2 | 2.1 | 2.7 | -1.7 | -2 | -1 | -0.1 | -0.3 | 10 | -3
COC(=O)CSC1=NP(=S)(SCC(=O)OC)N2CCCC2=C1C#N (configuration not stated) | -1.2 | 0.5 | 1.0 | 0.3 | -1.3 | -5 | -2 | -0.6 | -0.2 | -1 | -1
CN1CCCC(C(=O)c2ccc(-c3ccccc3)cc2)C1 (configuration not stated) | -1.1 | 0.3 | 5.7 | 4.8 | -1.5 | -1 | -1 | 0.2 | 1.2 | 0 | 0
COC(=O)C1=C(c2cccc(C#N)c2)C[C@@H]2CC[C@H]1N2C(=O)NCCOc1ccccc1 | -2.3 | -0.8 | 1.3 | 0.6 | -1.4 | -2 | 1 | 0.7 | -1.0 | 5 | 1
CCc1ccc(OCC(=O)N2CCN(Cc3ccc4c(c3)OCO4)CC2)cc1 | -1.3 | -0.8 | -2.5 | -1.9 | -0.4 | -3 | 1 | -0.8 | -0.9 | 4 | -1
Cn1c(=O)cc(OCC(=O)N2CCN(C3CCCCC3)CC2)c2ccccc21 | -0.9 | -0.2 | -0.3 | 1.5 | 0.6 | -1 | 0 | 3.2 | 2.8 | -11 | -3
COc1ccc(C)cc1NC1=NCCCS1 | -2.9 | -1.2 | -1.6 | 0.3 | -1.7 | 1 | 4 | -0.3 | 0.4 | 5 | 0
